HT1080-NT tox = qHTS for induction of synthetic lethality in tumor cells producing 2HG: qHTS for the HT-1080-NT fibrosarcoma cell line; Potency, µM (series often up to 46.1 µM), for inactives: top-dose activity, negative = less viability, most hits filed as cytotoxic; hit rate 1.6% among 360,000; HT-1080-NT fibrosarcoma viability, CellTiter-Glo ATP luminescence, 48 h;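 also: NT is the 2HG producing partner of a matched IDH1 knockdown line; potency is read from the fitted curve at half-maximal effect; 0% = DMSO-treated cells and -100% = media-only wells without cells; nearly all actives have a fitted effect of over 55% in size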
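Toxicity toward the 2HG-producing NT line was scored as %Activity, normalised to DMSO and no-cell wells, from CellTiter-Glo luminescence after 48 hours' treatment.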
SW480 rereplic = A quantitative high throughput screen for small molecules that induce DNA re-replication in SW480 colon adenocarcinoma cells. SW480 DNA re-replication, Hoechst DNA content imaging, 48 h. Potency, µM (titrated, usually from 46.1 µM), inactives show at the highest dose re-replication activation, most hits filed as activators. hit rate 1.8% among 340,000; also: potency is read from the fitted curve at half-maximal effect; % of control where 0% means no effect; nearly all actives have a fitted effect of over 55% in size
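250 cells/well; 23 nL cpd via pin tool; 48 hr, 37 C, 5% CO2; Hoechst 40 min; imager read of total nuclear intensity, ex 405/em 500-530 nm.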
HT1080 IDH1KD tx = qHTS for induction of synthetic lethality in tumor cells producing 2HG: qHTS for the HT-1080-IDH1KD cell line | HT-1080 IDH1 knockdown viability, ATP luminescence, 48 h | Potency, µM (top dose mostly 46.1 µM), without a hit: at the top dose activity, negative = toxicity, usual class: cytotoxic | hit rate 2% among 360,000 | AID 686971, 2013;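 also: potency is read from the fitted curve at half-maximal effect; 0% = DMSO wells and -100% = cell-free medium wells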
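Knockdown cells (IDH1KD HT-1080) received compounds 2 h after plating at 750 cells/well and were kept 48 h at 37 °C in 5% FBS RPMI. A CellTiter-Glo luminescence read gave % activity for curve fitting.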
KB-3-1 cytotox = qHTS assay for MDR1-selective chemotherapeutics: Primary screen using the parental adenocarcinoma cell KB-3-1; KB-3-1 viability, CellTiter-Glo ATP luminescence, 72 h; AID 1347075, 2019; hit rate 1.4% among 400,000; Potency, µM (highest dose often 46.1 µM), for the others: top-dose activity change, negative = cytotoxic, usual class: cytotoxic; also: potency is read from the fitted curve at half-maximal effect; % is scaled to controls: 0 for no effect and ±100 for the full control effect; nearly all actives have a fitted effect of over 60% in size
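72 h, 37 °C compound treatment of KB-3-1 parental cells; CellTiter-Glo added, 10 min, luminescence read. Data corrected against DMSO-only plates and normalized before curve fitting.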
HepG2 viability = qHTS for Inhibitors of TGF-b: Cytotox Counterscreen. HepG2 CAGA-GFP viability, ATP luminescence, 18 h. Potency, µM (highest dose often 46.1 µM), without a hit: top-dose activity change, negative = cytotoxicity, actives largely listed as cytotoxic. hit rate 0.76% among 410,000. AID 588856, 2011; also: potency is read from the fitted curve at half-maximal effect; some results filed as inactive show a strong effect at the top dose
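HepG2 CAGA-GFP cells (1000/well, DMEM with 1% FBS) received compound, then TGF-beta at 500 pg/mL final, and were incubated 18 hours at 37 degrees C. Viability was read by CellTiter-Glo luminescence. Media-only wells were set as complete cell-killing and DMSO as no toxicity.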
IL1B secr inh = qHTS for Inhibitors of Inflammasome Signaling: IL-1-beta AlphaLISA Primary Screen. THP-1 LPS/ATP IL-1B secretion, AlphaLISA, 16 h; stronger effect = lower value. activity change, % at 57.5 µM. hit rate 4.7% among 360,000; in the data active = activity change below about -50%; inconclusive = mostly about -30% to -49%; also: % is scaled to controls: 0 for no effect and ±100 for the full control effect
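THP-1 cells pretreated 1 hr with compounds (up to 57.5 uM final), then stimulated with LPS (250 ng/mL final) plus ATP (1.25 mM final); secreted IL-1B measured by AlphaLISA after 16 hr, decreased signal indicating inhibition.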
S2 tox = Viability Counterscreen for Primary qHTS for Inhibitors of ATXN expression. Potency, µM (highest dose often 56.7 µM), hits mostly cytotoxic. S2 cells (HEK-293 line with an ATXN2-luciferase reporter) viability, CellTiter-Fluor protease fluorescence, 24 h. AID 651635, 2014. hit rate 0.49% among 400,000; also: potency is read from the fitted curve at half-maximal effect; nearly all actives have a fitted effect of over 40% in size
MCF10A rereplic = A quantitative high throughput screen for small molecules that induce DNA re-replication in MCF 10a normal breast cells; MCF 10A DNA re-replication, Hoechst nuclear intensity, 48 h; Potency, µM (top dose mostly 46.1 µM), without a hit: at the top dose activity, positive = re-replication, actives largely listed as activators; hit rate 2.9% among 350,000; AID 624296, 2012; also: potency is read from the fitted curve at half-maximal effect; % of control where 0% means no effect; nearly all actives have a fitted effect of over 50% in size
ATXN2 expr inh = Primary qHTS for Inhibitors of ATXN expression; hit rate 0.72% among 360,000; AID 1745845, 2022; Potency, µM (top dose mostly 57 µM), for inactives: top-dose activity change, negative = inhibition, usual class: inhibitors; HEK-293 ATXN2-luciferase reporter, luminescence, 24 h; also: potency is read from the fitted curve at half-maximal effect; % is scaled to controls: 0 for no effect and ±100 for the full control effect; nearly all actives have a fitted effect of over 55% in size
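ATXN2-luciferase reporter cells (luciferase flanked by upstream and downstream ATXN2 gene portions) were treated 24 h at 37 °C with compounds at up to 57 uM. SteadyGlo luminescence gave expression; GF-AFC fluorescence gave viability.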
Numbers without * were called inactive; i = inactive; ? = inconclusive; . = not tested or not shown; [ ] = remark or other dose. Unless noted, calls follow the shape of the dose curve; as a rule, active = well fitted curve in the direction sought with a large enough effect; inconclusive = small, poorly fitted or top-dose-only effect, or another doubt; inactive = no such curve, though single readings can be large; an effect the other way counts as inactive or inconclusive. Compounds were not picked by outcome. About 8.9% of those tested had a hit in this group.

SMILES	HT1080-NT tox	SW480 rereplic	HT1080 IDH1KD tx	KB-3-1 cytotox	HepG2 viability	IL1B secr inh	S2 tox	MCF10A rereplic	ATXN2 expr inh
Cc1ccccc1NC(=O)C1CC(=O)N(c2ccccc2F)C1 (stereo unspecified)	5.2%	-7.3%	8.6%	7.1%	11.6%	0.0	i	-2.3%	-10.1%
COC(=O)CCC(=O)N1CCCC(N2CCN(c3ccc(OC)cc3)CC2)C1 (stereo unspecified)	16.1%	7.8%	9.1%	-7.8%	-72.4%	21.7	i	-0.7%	1.1%
Cc1[nH]n2c(=O)cc(C(C)(C)C)nc2c1-c1ccccc1	-26.2%	?	?	7.31µM*	-36.1%	34.1	i	?	17.8µM*
COc1ccc(NC(=O)c2c(NCc3ccc(C)o3)sc3c2CCC(C)C3)cc1 (stereo unspecified)	.	.	.	-1.3%	-24.8%	.	?	.	?
CCn1c(COC(=O)CNC(=O)c2cc(OC)c(OC)c(OC)c2)nc2cc(S(=O)(=O)N(C)C)ccc21	9.3%	-62.6%[inhibitor]	10.7%	14.6%	3.6%	3.5	i	0.2%	-0.4%
Cc1c(Cl)cccc1NC(=O)C(C)n1nnc2sc3c(c2c1=O)CCCC3 (stereo unspecified)	.	.	.	0.1%	-5.0%	.	i	.	-5.4%
COc1ccc(NC(=O)CN2CCN(c3ccc(Cl)cc3)CC2)c(OC)c1	-0.4%	-1.1%	-2.2%	-4.3%	0.8%	-1.0	i	0.5%	-8.0%
COc1ccc(CCN(C)Cc2ccc(OC)c(OCc3ccccc3)c2)cc1OC	-7.8%	?	?	?	-31.6%	-21.0	?	23.0%	-15.1%
CC(=O)c1cn(CC(=O)NCc2ccc3c(c2)OCO3)c2ccccc12	?	-2.0%	-25.4%	-29.0%	-12.6%	13.8	i	-1.8%	-7.3%
CC1C(=O)N(Cc2cn(CC3CCCCC3)nn2)CCS(=O)(=O)N1Cc1ccc(-c2ccc(F)nc2)cc1 (stereo unspecified)	-2.5%	.	1.4%	-12.9%	-22.5%	2.2	i	.	-0.1%
CN(C)c1ccc(C=NCCc2ccc(S(N)(=O)=O)cc2)cc1	9.3%	-5.5%	12.1%	5.0%	-5.9%	14.0	.	-0.5%	.
NC(=O)NC(=O)COC(=O)c1ccc2c(c1)C(=O)N(Cc1ccccc1)C2=O	22.2%	-20.2%	-9.4%	12.9%	4.3%	40.6	i	1.9%	.
COc1ccc(C(C)=O)cc1CSc1nnc(-c2ccccc2O)n1-c1ccccc1	1.7%	1.8%	-25.0%	-24.6%	-20.7%	-9.9	i	-7.4%	0.6%
CCCCN(C(=O)Cc1cccs1)c1nnc(-c2cccnc2)s1	-3.3%	-2.5%	-1.7%	-9.2%	-12.4%	-14.3	i	?	63.5%[activator]
NC(N)=Nc1nc2ccc([N+](=O)[O-])cc2[nH]1	-6.5%	-2.1%	-4.2%	1.0%	-18.2%	?	i	15.5%	.
Cc1ccc(NS(=O)(=O)c2ccc(OCC(=O)NCc3ccccn3)cc2)cc1	0.0%	3.5%	2.0%	.	-25.7%	11.2	?	10.4%	-9.3%
COC(=O)CCCC1=CC2=CC(=O)C(C)(OC(=O)c3cccs3)C(=O)C2=CN1CCCCO (stereo unspecified)	7.6%	-2.7%	3.2%	5.9%	-10.4%	3.7	i	8.0%	6.5%
COc1cc(CO)ccc1OCC(=O)N1CCc2ccccc21	-4.0%	-1.8%	-2.2%	2.1%	-5.0%	12.9	i	1.3%	7.6%
CCCOC(=O)c1cc2ccccc2oc1=O	?	-4.4%	0.0%	0.4%	2.8%	-1.4	i	-9.5%	27.5%
CC(C)Oc1ccc(C(=O)NCC(=O)N2CCN(S(=O)(=O)/C=C/c3ccccc3)CC2)cc1	-2.7%	-15.6%	-2.7%	-1.9%	-1.4%	-13.9	i	-0.6%	-10.8%
Cc1ccc(C(=O)CC2(O)C(=O)N(CCc3ccccc3)c3ccc(Br)cc32)o1 (stereo unspecified)	-12.7%	3.2%	-18.2%	0.0%	7.0%	-18.6	i	?	-7.5%
O=C(NCc1n[nH]c(=S)n1-c1ccc(F)cc1)c1ccco1	0.4%	-10.4%	8.0%	10.4%	-2.3%	-17.3	?	-2.8%	1.3%
C#CCOC(=O)c1ccccc1C(=O)n1nnc2ccccc21	?	?	?	2.2%	2.3%	25.0	i	17.7%	-15.4%
CC(=O)Nc1ccc(Nc2c([N+](=O)[O-])c(=O)n(-c3ccccc3)c3ccccc23)cc1	-23.6%	-1.9%	5.3%	-7.7%	-7.4%	-6.0	i	15.3%	-12.9%
COc1ccc(C(=O)Nc2c(N)nc(SCC(=O)N3CCC(C)CC3)[nH]c2=O)cc1OC	-3.9%	2.8%	-2.2%	-1.1%	3.5%	-2.6	i	-6.3%	-13.2%
CCCN1CNC(=S)N(c2cccc(C)c2C)C1	?	?	?	9.2%	5.4%	3.6	i	1.4%	2.5%
CN(C[C@H](Cc1ccccc1)N(CCN(CCc1ccccc1)N=O)N=O)N=O	-4.5%	3.9%	-0.6%	-15.5%	-2.1%	-26.1	i	39.2%	-10.4%
O=C(CC1SC2=NCCN2C1=O)Nc1ccc(Cl)cc1 (stereo unspecified)	4.4%	-3.8%	-2.7%	-5.7%	-1.5%	-7.5	i	0.2%	0.8%
Cc1ccc(C)c(NC(=O)CN2CCSc3ccc(S(=O)(=O)N4CCCC4)cc32)c1	.	.	.	-16.3%	-14.3%	.	?	.	-13.5%
CCOC(=O)N1CCC2(O)CCCCC2C1c1ccc(F)cc1 (stereo unspecified)	3.8%	-7.3%	6.1%	8.8%	-13.2%	4.1	i	-0.7%	-19.9%
Cc1c(C#N)c(=O)oc2ccc3ccccc3c12	13.4%	-3.4%	11.8%	7.0%	-14.0%	-15.9	?	1.8%	?
COc1ccc(OC)c(-n2c(=S)[nH]c3c(sc(=S)n3-c3ccccc3)c2=O)c1	13.9%	-38.2%[inhibitor][1.84 µM]	2.7%	?	-16.8%	-10.6	i	-28.5%	-13.9%[11.3 µM]
CCOc1ccccc1NC(=O)CCc1nnc2ccc(N3CCC4(CC3)OCCO4)nn12	-20.8%	1.4%	3.9%	-3.9%	1.2%	-21.9	i	?	-11.5%
COCCCNc1nc(NCc2ccccc2OC)c2cnn(C)c2n1	.	.	.	-12.4%	-12.4%	.	i	.	-13.0%
COc1cc(NS(C)(=O)=O)c(OC)cc1NC(=O)c1cccc(F)c1	-5.1%	?	-3.5%	3.5%	-6.9%	12.0	?	?	9.4%
N/C(=N/OC(=O)c1cccc([N+](=O)[O-])c1)c1cccc([N+](=O)[O-])c1	19.3%	-0.2%	25.6%	?	-7.2%	-11.0	i	?	5.2%
COc1ccc(OC)c(NCc2cccn2-c2nnc(N3CCCCC3)s2)c1	.	.	.	?	-22.0%	.	i	.	129.3%[activator]
C=C(C)CSc1nnc2[nH]c(=O)cc(N)n12	-6.1%	-0.7%[9.22 µM]	-0.3%	16.4µM*	-2.0%	17.5	i	1.0%	-5.0%
CC1(C)OC(=O)C2=C(C[C@@H](C3CCCCC3)O[C@H]2c2ccc(F)cc2)O1	-24.4%	.	-23.5%	0.0%	-32.6%	-26.4	i	.	-0.4%
COc1cccc(OCc2cc(C(=O)N(C)CCC3CCCCO3)no2)c1 (stereo unspecified)	0.4%	1.3%	-1.5%	11.1%	2.1%	3.3	i	11.1%	27.9%

Full records as entered above. Order of values: HT1080-NT tox, SW480 rereplic, HT1080 IDH1KD tx, KB-3-1 cytotox, HepG2 viability, IL1B secr inh, S2 tox, MCF10A rereplic, ATXN2 expr inh
O=C(CC1SC2=NCCN2C1=O)Nc1ccc(Cl)cc1 (stereo unspecified) as listed: 4.4%, -3.8%, -2.7%, -5.7%, -1.5%, -7.5, i, 0.2%, 0.8%
CCOc1ccccc1NC(=O)CCc1nnc2ccc(N3CCC4(CC3)OCCO4)nn12 as listed: -20.8%, 1.4%, 3.9%, -3.9%, 1.2%, -21.9, i, ?, -11.5%

Remaining list, next part
SMILES	HT1080-NT tox	SW480 rereplic	HT1080 IDH1KD tx	KB-3-1 cytotox	HepG2 viability	IL1B secr inh	S2 tox	MCF10A rereplic	ATXN2 expr inh
O=C(CN1CCc2ccccc2C1)NC1CCCC1	7.2%	18.4µM*	7.3%	0.4%	-0.4%	5.3	i	7.7%	.
COC(=O)CSc1nc(NCc2ccccc2)nc(N(C)C)n1	3.3%	-19.0%[1.84 µM]	3.8%	0.6%	0.5%	17.7	i	?	0.1%
COc1ccc(C(=O)NCC(c2ccc(Cl)cc2)N2CCCCC2)cc1 (stereo unspecified)	.	.	.	-2.0%	-28.0%	.	?	.	-26.7%
COc1ccc(OC)c(Nc2nc(NCCC(C)C)nc(N)c2[N+](=O)[O-])c1	-0.8%	-4.9%	-20.8%	-21.8%	-0.8%	11.0	i	2.6%	-11.4%
Cc1cc(Nc2ccc(Cl)cc2)n(-c2cccc(Cl)c2)n1	-29.6%	?	?	?	-20.9%	8.7	i	25.9µM*	-25.2%
COc1ccc(C(=O)Nc2ccc(S(=O)(=O)N3CCOCC3)cc2)cc1	3.6%	-1.9%[9.22 µM]	-5.1%	-1.4%	7.5%	12.2	i	-0.7%	-6.5%
Cc1cccc(-n2ccnc2SCC(=O)Nc2ccc3c(c2)OCO3)c1	.	.	.	13.2%	-17.1%	.	i	.	-3.4%
CCC(=O)Nc1ccc(C(=O)OCc2ccccc2)cc1	0.1%	-2.7%	0.1%	4.1%	1.4%	-1.6	i	2.1%	30.9%
